Compound activity: PubChem, several laboratories
Neddyl block: cullin neddylation inhibition; TR-FRET cullin neddylation, biochemical; AID 651699; 360,000 compounds, 0.58% hits; calls only at 25 µM; in the data active = inhibition above about 36%
Target sequence (P61081 whole entry, looked up): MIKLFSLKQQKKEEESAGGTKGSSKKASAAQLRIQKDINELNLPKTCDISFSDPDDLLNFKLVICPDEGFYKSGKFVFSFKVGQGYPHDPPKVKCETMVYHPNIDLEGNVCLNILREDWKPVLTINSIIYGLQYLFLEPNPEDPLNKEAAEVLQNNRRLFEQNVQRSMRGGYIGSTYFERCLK
Target sequence (Q13564 whole entry, looked up): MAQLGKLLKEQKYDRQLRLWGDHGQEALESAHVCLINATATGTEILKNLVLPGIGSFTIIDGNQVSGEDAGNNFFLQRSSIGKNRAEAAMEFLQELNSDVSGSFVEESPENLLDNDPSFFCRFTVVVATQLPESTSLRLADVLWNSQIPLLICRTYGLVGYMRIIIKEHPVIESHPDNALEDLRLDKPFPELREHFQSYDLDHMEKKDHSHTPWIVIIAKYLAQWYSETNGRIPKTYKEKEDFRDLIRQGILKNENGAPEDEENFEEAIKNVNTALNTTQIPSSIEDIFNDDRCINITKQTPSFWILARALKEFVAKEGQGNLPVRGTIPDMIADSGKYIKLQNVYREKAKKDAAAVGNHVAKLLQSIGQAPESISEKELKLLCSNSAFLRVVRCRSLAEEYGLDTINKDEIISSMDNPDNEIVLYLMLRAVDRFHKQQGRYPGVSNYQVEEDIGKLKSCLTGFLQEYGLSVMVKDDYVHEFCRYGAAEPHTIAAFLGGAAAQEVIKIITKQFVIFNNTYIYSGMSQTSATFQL
STEP inh: STEP (human) phosphatase inhibition; 360,000 compounds, 0.25% hits; inhibition, % at 20 µM; AID 588621; recombinant STEP, OMFP fluorogenic substrate, fluorescence;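 active = inhibition at 20 µM, scaled per plate between control wells, above about 37%, limit read from the data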;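 also: 0% = DMSO with enzyme and substrate and 100% = substrate only without enzyme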
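medium = Bis-Tris buffer pH 6.0, 2.5 mM DTT, 0.005% Tween 20 | test system = STEP (striatal-enriched tyrosine phosphatase) enzyme, cell-free | measure = normalized % inhibition | compound dosing = 20 µM, 1% DMSO | also added = 25 µM OMFP | schedule = reaction 20 min, ambient temperature | measured by = fluorescence read at 480 nm ex / 540 nm em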
NadD block: blocks S. aureus nicotinate mononucleotide adenylyltransferase | 360,000 compounds, 0.78% hits | inhibition, % at 20 µM | purified NadD enzyme, colorimetric absorbance read-out; in the data active = inhibition above about 26%; also: some compounds past the cut are filed as inactive
SKN-1 block: blocks SKN-1 activity in C. elegans. C. elegans VP596 Pgst-4::GFP/RFP ratio, acrylamide-induced, 24 h. inhibition, % at 21.8 µM. 360,000 compounds, 0.49% hits. AID 624304;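 active = interference check ratio from 0.5 to 1.5 plus GFP to RFP signal ratio inhibition reaching or exceeding a fixed threshold, cut at about 30% in these data, passing the limit was not always enough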; also: some compounds called inactive have numbers as strong as hits
SUMO1 PPI mod: modulators of human SUMO1-mediated protein-protein interactions; SUMO1 binding to a labelled peptide, TR-FRET, 1 h; inhibition, % at 20 µM; 360,000 compounds, 0.33% hits; AID 602429; in the data active = inhibition above about 37%
Target sequence (P63165 whole entry, looked up): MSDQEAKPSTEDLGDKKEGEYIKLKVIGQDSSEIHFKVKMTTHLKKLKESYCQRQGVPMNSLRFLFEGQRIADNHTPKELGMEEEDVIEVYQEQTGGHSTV
Tb MetRS inh: Trypanosoma brucei MetRS inhibition | purified T. brucei MetRS, ATP depletion, Kinase-Glo luminescence | inhibition, % at 11.9 µM | 360,000 compounds, 0.4% hits;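 active = inhibition above a per-plate cutoff of the control wells' mean inhibition plus 3 SD, cut at about 5.5% in these data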;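 also: 0% = DMSO wells median and 100% = median of wells with control inhibitor compound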
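Measured by: Kinase-Glo luciferase luminescence reporting remaining unconsumed ATP. Material: purified T. brucei MetRS enzyme. Doses: 11.9 µM compound single dose, 0.9% DMSO. Medium: HEPES buffer containing pyrophosphatase, BSA, spermine, DTT. Times: 15 min preincubation, 2 h reaction, all 25 °C. Reagent: methionine, ATP and bulk E. coli tRNA.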
Scp1 inh: blocks human Scp-1 phosphatase activity; Q9GZU7; Recombinant Scp1, phosphopeptide, malachite green phosphate absorbance; inhibition, % at 20 µM; 340,000 compounds, 0.88% hits;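 active = inhibition above about 50% at 20 µM, limit read from the data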;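 also: plate controls were DMSO wells with enzyme for no effect and wells lacking enzyme for full effect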
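Test system – truncated SCP-1 phosphatase (76-261aa) · Reagent – Phosphorylated 17-residue peptide substrate · Incubation – 45 min room-temperature reaction, 5 min colour, 30 min stabiliser · Detection – colorimetric phosphate reagent with accelerator and stabiliser, absorbance at 630 nm · Measure – % inhibition at 20 µM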
CendR NRP1 mod: modulators of CendR peptide binding to human neuropilin-1. FAM-RPARPAR peptide binding to NRP-1, fluorescence polarization. inhibition, % at 25 µM. 360,000 compounds, 0.85% hits. AID 602438;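 active = inhibition or corrected inhibition above about 18%, plus a signal ratio from 0.5 to 1.5, limit read from the data, passing the limit was not always enough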; also: strong numbers were not always called active
DNMT1 inh: inhibitors of human DNMT1. P26358. inhibition (reported as % activation of signal), % at 10 µM. 360,000 compounds, 0.83% hits. DNMT1 molecular beacon, Hinp1I cleavage, fluorescence; in the data active = inhibition above about 50%
LMPTP block: LMPTP (human) inhibition | P24666 | recombinant LMPTP-A, OMFP fluorogenic substrate, fluorescence intensity | inhibition, % at 20 µM | 360,000 compounds, 0.22% hits | AID 651560;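 active = compounds that cut the enzyme signal by at least half of the control window in the single-dose screen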;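 also: plate controls were DMSO wells with enzyme plus substrate for no effect and substrate without enzyme for full effect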
Target sequence (P24666 whole entry, looked up): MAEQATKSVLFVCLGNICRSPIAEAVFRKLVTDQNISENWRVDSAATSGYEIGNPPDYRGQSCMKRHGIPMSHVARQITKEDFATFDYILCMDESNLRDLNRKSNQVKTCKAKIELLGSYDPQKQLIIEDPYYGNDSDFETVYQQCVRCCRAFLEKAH
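Test system – LMPTP-A phosphatase enzyme · Quantity – 0.625 nM LMPTP-A final · Reagent – OMFP substrate, 400 µM final · Dosing – one test concentration per compound, 20 µM, with 3% DMSO overall · Timing – 50 min enzyme reaction at room temperature, protected from light · Detection – fluorescence intensity · Controls – substrate-only low control, DMSO enzyme-plus-substrate high control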
* = called active by the depositor; i = inactive; . = no result given; & = joins results of further samples.

SMILES | Neddyl block | STEP inh | NadD block | SKN-1 block | SUMO1 PPI mod | Tb MetRS inh | Scp1 inh | CendR NRP1 mod | DNMT1 inh | LMPTP block
CCCNC(=S)N1CCN(Cc2ccc3c(c2)OCO3)CC1 | i | 0.8 | -3.3 | -9.5 | -2.4 | 0.2 | 2.6 | -7.4 | 1.2 | -0.2
OC(c1ccc(F)c(F)c1)c1nc(-c2cnc3ccccc3c2)cs1 (stereo not drawn) | i | -1.2 | -4.3 | -0.2 | -14.6 | 0.8 | . | -0.2 | -0.9 | -1.5
CCCN1CCC(=O)N([C@H](CSc2ccccc2)c2ccccc2)CC1 | i | -1.5 | -2.4 | 6.5 | -9.7 | -0.3 | -5.2 | 2.4 | -0.5 | -0.5
O=C(OCn1ncc(Br)c(Br)c1=O)c1ccc(F)cc1 | i | 18.4 | 0.2 | 7.3 | -80.7 | 0.0 | -2.9 | -10.4 | 26.2 | 1.1
O=C(CCCOc1ccc(Cl)cc1Cl)NN1CCOCC1 | i | -3.6 | -1.4 | 2.6 | -2.6 | 1.6 | -5.5 | 12.4 | 2.2 | -2.4
COc1ccc(C(=O)CC(Nc2ccc([N+](=O)[O-])cc2)c2ccc(OC)cc2)cc1 (stereo not drawn) | i | -1.4 | 3.2 | -8.5 | -5.5 | -1.1 | -13.2 | 0.8 | -1.8 | 2.4
C[C@H]1CN([C@@H](C)CO)C(=O)CCCn2nncc2CO[C@@H]1CN(C)S(=O)(=O)c1ccccc1 | i | -0.3 | -2.9 | -1.8 | -0.1 | -1.6 | . | -5.4 | 5.4 | -1.1
Cc1ccc(S(=O)(=O)NNC(=O)c2cc3cc4ccccc4nc3s2)cc1 | i | -2.3 | 9.6 | 14.4 | -3.2 | 8.3* | -0.7 | -3.2 | -0.2 | 0.2
Cc1ccc(-c2nc3sc4c(N)ncnc4c3c3c2CCCC3)cc1 | i | -1.5 | 2.4 | 6.3 | 2.3 | 0.3 | 6.4 | -8.3 | 4.5 | -0.1
O=c1oc2ccccc2c(N2CCOCC2)c1[N+](=O)[O-] | i | 0.3 | -11.3 | 6.3 | -2.1 | 0.0 | 3.2 | -66.6 | 1.5 | -0.1
Cc1cccc(NC(=O)c2nc[nH]c2C(=O)NC[C@H](C)O)c1 | i | -0.7 | 3.8 | 6.0 | -2.2 | -1.8 | . | -13.8 | 0.5 | 0.0
O=C(Nc1ccon1)c1ccc(Cl)c(S(=O)(=O)N2CCCCC2)c1 | i | -1.0 | 0.9 | -3.9 | -6.6 | 0.2 | -4.8 | 16.3 | 0.6 | -0.1
C/C(=N/NC(=O)c1ccccn1)c1c[nH]c2ccccc12 | i | -2.7 | 0.5 | 4.8 | -5.7 | 0.1 | -14.9 | -6.1 | -3.0 | -0.3
c1cn2c(NC3CCCCC3)c(-c3ccc(SC4CCCCC4)cc3)nc2cn1 | i | 6.9 | 12.1&18.6 | 11.8&2.0 | 3.8&9.3 | -0.2&0.0 | 16.6 | -39.6&-62.8 | -13.9 | 5.7&3.6
COc1ccc(S(=O)(=O)Cc2ccc(C(=O)N3CCN(C(=O)c4ccco4)CC3)o2)cc1 | i | -0.4 | 0.3 | -3.9 | 5.7 | -0.2 | -12.2 | 0.7 | 1.9 | -2.8
Cc1cc(C)n2nc(C(=O)OC(C)C(=O)c3ccccc3)nc2n1 (stereo not drawn) | i | 2.2 | 0.6 | -11.7 | 0.1 | -0.4 | -1.9 | -15.9 | -2.0 | -1.5
COc1ccccc1C(c1nnnn1CS(=O)(=O)c1ccc(C)cc1)N1CCSCC1 (stereo not drawn) | i | 1.1 | -5.1 | 5.0 | -3.1 | -0.6 | -1.3 | 3.1 | -7.0 | 0.1
COc1cccc(NC(=O)C(Sc2nc3ccccc3c(=O)n2CC(C)C)c2ccccc2)c1 (stereo not drawn) | i | 0.9 | 12.3 | 15.2 | 1.6 | -0.4 | -1.3 | 5.5 | 7.4 | -0.4
CC(C)Cc1nc(N2CCN(C(=O)C(C)C)CC2)c(C#N)c2c1CCC2 | i | 2.1 | 7.7 | -18.1 | -2.6 | -0.6 | -0.4 | -4.3 | 3.5 | 1.6
O=C(NCc1ccco1)C1CCCN(S(=O)(=O)c2cc(Cl)ccc2Cl)C1 (stereo not drawn) | i | -2.3 | -3.9 | 2.6 | 0.5 | 0.2 | -1.8 | 13.5 | -0.8 | 1.9
O=C(Cn1ncc2c3ccccc3n(Cc3ccccc3)c2c1=O)N1CCN(c2ncccn2)CC1 | i | 4.4 | 8.6 | 9.8 | 11.1 | -1.0 | -4.3 | -1.4 | 0.5 | 2.3
CC(C)N(Cc1cnn(C)c1)Cc1nc(Cc2ccccc2Cl)no1 | i | -0.9 | -2.8 | -6.0 | -3.6 | -0.5 | -5.4 | 12.2 | 1.5 | -1.1
c1ccc2c(c1)CC(N1CCCCC1)c1ccccc1N2 (stereo not drawn) | i | 0.4 | -3.9 | 19.0 | -1.8 | 0.3 | -1.9 | -1.5 | 0.5 | -1.4
N/C(Cc1cccs1)=N\OC(=O)COc1ccccc1Cl | i | -1.4 | -5.7 | 12.8 | 2.1 | -0.9 | -14.5 | -4.5 | -3.0 | 1.5
Cc1cc(C)n(-c2nc(N(c3ccccc3)c3ccccc3)nc(-n3nc(C)cc3C)n2)n1 | i | 6.3 | 42.4* | 9.3 | -7.2 | -0.9 | 15.8 | -1.5 | -3.1 | 29.6
Cc1ccc(-c2nc(CS(=O)CC(=O)NCCN(CC(C)C)CC(C)C)c(C)o2)cc1 (stereo not drawn) | i | -0.5 | -2.8 | -9.2 | 3.3 | -0.3 | -11.2 | 7.2 | -5.6 | -0.4
CC(OC(=O)c1cccn1C)C(=O)Nc1ccc2c(c1)OCO2 (stereo not drawn) | i | 1.1 | -0.4 | 0.1 | 0.3 | -1.0 | 3.6 | 8.8 | -4.6 | 0.8
O=C(O)CCNS(=O)(=O)c1ccccc1Br | i | -3.2 | -0.8 | 1.4 | 0.7 | -0.5 | -0.7 | 5.0 | -0.8 | -1.1
Cc1cc(F)ccc1S(=O)(=O)Nc1ccccc1C(=O)N1CCCC1 | i | 9.2 | 1.0 | 12.1 | 0.4 | -0.3 | -1.4 | 2.7 | -0.3 | 0.1
Cn1c(Cn2c(=O)sc3ccccc32)nnc1SCc1ccc(F)cc1 | i | -3.3 | 8.4 | 5.2 | -1.5 | 0.8 | -6.9 | 3.0 | -0.6 | 0.8
CCOc1ccccc1N(CC(=O)N1CCc2ccccc2C1)S(C)(=O)=O | i | -0.5 | 4.0 | 5.4 | -3.1 | 0.7 | -1.2 | 3.7 | -0.5 | -2.7
CC(OCC(O)CN1CCCCC1CCO)c1ccc(Cl)cc1 (stereo not drawn) | i | 0.6 | -0.6 | 14.8 | -0.3 | -0.4 | -3.4 | 7.6 | -2.9 | -2.2
NC(=O)CC(NC(=O)Cc1ccc(Br)cc1)c1ccc(NC2CCCCCCC2)c([N+](=O)[O-])c1 (stereo not drawn) | i | -2.3 | -1.4 | 12.2 | -2.2 | 0.0 | -4.4 | -90.4 | 16.4 | 4.1
Cc1cc2oc(=O)cc(CN3CCN(Cc4ccccc4)CC3)c2cc1C | i | -0.2 | -10.4 | -0.3 | -2.3 | -0.8 | -4.0 | 4.8 | 0.6 | 0.3
CC1=CC2=NC(=O)/C(=C\c3cccn3CCOc3cc(C)cc(C)c3)C(=N)N2O1 | i | -2.2 | -4.5 | 16.6 | -6.3 | 0.0 | -23.8 | 2.9 | -6.1 | 3.2
COc1ccc(CN(C)c2ncnc3sccc23)c(OC)c1OC | i | -0.1 | -0.3 | -4.4 | 0.5 | -0.4 | 0.1 | 4.0 | -3.3 | 1.8
Cc1c(N=C2C(=O)Nc3ccccc32)c(=O)n(-c2ccccc2)n1C | i | 0.0 | 3.1 | -8.5 | -9.5 | -0.7 | 2.9 | -8.3 | -0.4 | -0.6
Cn1cc(Cl)c(/C(N)=N/OC(=O)c2ccccc2C(F)(F)F)n1 | i | -2.8 | -5.6 | -4.1 | 2.1 | -0.5 | 4.0 | 14.5 | 2.8 | 0.2
COCCNS(=O)(=O)c1ccc2c3c(cccc13)C(=O)N2C | . | 1.6 | -2.3 | 8.5 | -12.4 | 0.1 | -2.9 | -19.1 | -1.6 | -1.0
COC(=O)CC1C(=O)NCCN1C(=O)c1cc(OC)c(OC)cc1OC (stereo not drawn) | i | 2.7 | 1.1 | 18.8 | 5.5 | -1.3 | -4.5 | 6.3 | -0.5 | -0.5
CC(C)(O)P(C)(=O)c1ccccc1 (stereo not drawn) | i | 2.6 | -0.5 | 7.0 | 3.8 | 0.7 | -0.6 | -16.1 | 0.1 | -0.1
CCOC(=O)c1[nH]c2ccc(OC)cc2c1NC(=S)N1CCN(c2ccccc2OC)CC1 | i | 0.3 | 7.5 | 1.5 | -1.6 | 0.2 | -5.3 | 0.5 | -2.3 | 0.2
Cc1cccc(CC(=O)NCCN2CCOCC2)c1 | i | -3.6 | -1.3 | -4.8 | 0.5 | -1.4 | -5.0 | 8.6 | 1.9 | -2.4
Cc1nn(-c2ccccc2)c(=S)c2ccccc12 | i | -4.0 | -0.5 | -3.0 | 3.0 | -0.4 | -5.7 | 2.1 | 0.4 | -2.8
COc1ccc(NC(=O)CSc2nnc(C3CCCCC3)o2)c(OC)c1 | i | -2.1 | -0.3 | 2.2 | -0.2 | 0.0 | -6.0 | -5.8 | 5.4 | -0.3
Cc1ccc(CN2C(=O)c3ccccc3Sc3ccc(C(=O)NCCCN4CCOCC4)cc32)cc1 | i | -0.7 | -2.7 | 9.5 | -0.2 | 0.3 | 0.0 | 15.6 | -0.2 | -2.3
CN(C)CCCNC(=O)c1cc(C(=O)c2cccc(Cl)c2Cl)c[nH]1 | i | -1.7 | -9.6 | 23.1 | -6.3 | -0.9 | 0.1 | 4.6 | 1.2 | -0.2

Two entries picked at random from those above, as already listed:
SMILES | Neddyl block | STEP inh | NadD block | SKN-1 block | SUMO1 PPI mod | Tb MetRS inh | Scp1 inh | CendR NRP1 mod | DNMT1 inh | LMPTP block
Cc1cccc(CC(=O)NCCN2CCOCC2)c1 | i | -3.6 | -1.3 | -4.8 | 0.5 | -1.4 | -5.0 | 8.6 | 1.9 | -2.4
COc1ccc(NC(=O)CSc2nnc(C3CCCCC3)o2)c(OC)c1 | i | -2.1 | -0.3 | 2.2 | -0.2 | 0.0 | -6.0 | -5.8 | 5.4 | -0.3

Printed as active in NadD block (from the list above):
| mol | Neddyl block | NadD block | SKN-1 block | SUMO1 PPI mod | Tb MetRS inh | Scp1 inh | CendR NRP1 mod | DNMT1 inh | LMPTP block |
| --- | --- | --- | --- | --- | --- | --- | --- | --- | --- |
| Cc1cc(C)n(-c2nc(N(c3ccccc3)c3ccccc3)nc(-n3nc(C)cc3C)n2)n1 | i | 42.4* | 9.3 | -7.2 | -0.9 | 15.8 | -1.5 | -3.1 | 29.6 |

Not a hit list; any-hit rate near 4.6%.
